Source: PubChem BioAssay
BAZ2B block – BAZ2B (human) inhibition | AlphaScreen BAZ2B-H3K14Ac peptide displacement | Potency, µM (doses to about 114 µM), without a hit: top-dose activity change, negative = inhibition, actives largely listed as inhibitors | actives 4.4% (n = 360,000); further: on the % scale 0 is the no-effect control and ±100 the full control effect; nearly all actives have a fitted effect of over 60% in size
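AlphaScreen displacement: compounds (up to 110uM) incubated 30 min at room temperature with a preformed 50 nM BAZ2B/50 nM biotinylated H3K14Ac peptide complex in PBS pH 7.4 with Tween-20. Donor and acceptor beads at 10 ug/mL final added, 20 min light-protected before reading.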
BLM inh – blocks DNA unwinding by human BLM helicase; P54132; recombinant BLM DNA unwinding, fluorescence dequenching; Potency, µM (series often up to 56.1 µM), without a hit: top-dose activity change, negative = inhibition, actives largely listed as inhibitors; actives 0.2% (n = 350,000); AID 2528;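 further: plate controls were vehicle for no effect and no enzyme for full effect; nearly all actives have a fitted effect of over 35% in size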
Target sequence (P54132 whole entry, looked up): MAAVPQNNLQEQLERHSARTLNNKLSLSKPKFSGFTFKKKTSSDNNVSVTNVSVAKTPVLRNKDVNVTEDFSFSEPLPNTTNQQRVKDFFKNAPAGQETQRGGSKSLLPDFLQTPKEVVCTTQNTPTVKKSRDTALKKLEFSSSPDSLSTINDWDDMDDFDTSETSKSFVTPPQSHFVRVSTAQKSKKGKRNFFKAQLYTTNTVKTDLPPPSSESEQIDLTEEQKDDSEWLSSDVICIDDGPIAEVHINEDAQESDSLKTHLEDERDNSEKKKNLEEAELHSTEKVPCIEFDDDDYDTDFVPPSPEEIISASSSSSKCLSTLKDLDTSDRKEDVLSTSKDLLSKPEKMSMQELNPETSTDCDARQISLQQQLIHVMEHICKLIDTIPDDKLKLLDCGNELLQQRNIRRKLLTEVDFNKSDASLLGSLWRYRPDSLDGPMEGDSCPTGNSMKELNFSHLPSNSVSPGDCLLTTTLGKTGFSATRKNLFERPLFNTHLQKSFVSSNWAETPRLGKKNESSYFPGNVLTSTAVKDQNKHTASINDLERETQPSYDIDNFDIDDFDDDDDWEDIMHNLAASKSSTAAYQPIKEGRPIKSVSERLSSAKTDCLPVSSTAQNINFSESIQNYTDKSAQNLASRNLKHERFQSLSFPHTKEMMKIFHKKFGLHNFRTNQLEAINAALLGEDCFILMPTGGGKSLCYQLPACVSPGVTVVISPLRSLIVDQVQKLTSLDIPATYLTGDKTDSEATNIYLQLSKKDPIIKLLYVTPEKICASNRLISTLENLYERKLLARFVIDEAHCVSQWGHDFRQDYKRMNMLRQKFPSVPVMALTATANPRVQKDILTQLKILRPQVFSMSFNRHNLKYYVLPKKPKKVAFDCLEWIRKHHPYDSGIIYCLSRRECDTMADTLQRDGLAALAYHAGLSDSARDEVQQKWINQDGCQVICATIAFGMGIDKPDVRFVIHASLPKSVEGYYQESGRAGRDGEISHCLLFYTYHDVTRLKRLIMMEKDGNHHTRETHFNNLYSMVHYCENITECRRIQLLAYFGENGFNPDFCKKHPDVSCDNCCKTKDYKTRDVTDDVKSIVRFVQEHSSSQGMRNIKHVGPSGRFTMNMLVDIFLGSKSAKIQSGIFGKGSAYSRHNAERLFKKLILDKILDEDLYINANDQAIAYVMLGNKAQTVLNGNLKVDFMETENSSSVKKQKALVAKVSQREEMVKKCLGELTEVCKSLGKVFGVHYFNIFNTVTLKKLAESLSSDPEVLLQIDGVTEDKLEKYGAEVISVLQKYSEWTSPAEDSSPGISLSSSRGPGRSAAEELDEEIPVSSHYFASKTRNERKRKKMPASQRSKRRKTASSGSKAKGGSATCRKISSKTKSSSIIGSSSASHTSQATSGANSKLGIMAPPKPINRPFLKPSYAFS
JMJD2A Tudor inh – blocks the human JMJD2A Tudor domain; O75164; AlphaScreen JMJD2A-Tudor / H3K4me3 peptide binding; Potency, µM (titrated, usually from 114 µM), inactives show at the highest dose activity change, negative = inhibition, usual class: inhibitors; actives 4.4% (n = 390,000); AID 504339; further: on the % scale 0 is the no-effect control and ±100 the full control effect; nearly all actives have a fitted effect of over 50% in size
Tb PGK inh – inhibitors of T. brucei phosphoglycerate kinase; P07378; PGK/GAPDH coupled, Kinase-Glo luminescence, 60 min; Potency, µM (titrated, usually from 57.5 µM), for the others: at the highest dose activity change, negative = inhibition, hits mostly inhibitors; actives 0.043% (n = 380,000); further: on the % scale 0 is the no-effect control and ±100 the full control effect; nearly all actives have a fitted effect of over 60% in size
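Luminescent ATP detection (Kinase-Glo Plus) follows a 60-minute room-temperature incubation, with wells lacking PGK as controls. Buffer: 100 mM TEA (pH 7.6), 5 mM MgCl2, 0.01% Tween-20. Coupling enzyme GAPDH (100 nM final) supplies unstable 1,3-BPG in-well.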
HP1b binding inh – inhibitors of HP1-beta chromodomain binding to methylated histone tails. actives 0.56% (n = 390,000). Potency, µM (top dose mostly 114 µM), for inactives: top-dose activity change, negative = inhibition, actives largely listed as inhibitors. AlphaScreen HP1-beta / biotin-H3K9me3 peptide binding; further: nearly all actives have a fitted effect of over 70% in size; inactives centre near 23
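HP1-beta protein (50 nM final) preincubated 30 min at room temperature with biotinylated H3(1-18)K9me3 peptide (50 nM) in PBS pH 7.4, 0.01% Tween-20, then compound added for 30 min. AlphaScreen streptavidin donor/nickel chelate acceptor beads (10 ug/mL final), 30 min dark, luminescence read.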
G9a inh – G9a (human) methyltransferase inhibition. actives 8.8% (n = 350,000). G9a H3K9 monomethylation, AlphaScreen, 2 h. Potency, µM (series often up to 102 µM), without a hit: top-dose activity, negative = inhibition, usual class: inhibitors. AID 504332. Q96KQ7; further: on the % scale 0 is the no-effect control and ±100 the full control effect; nearly all actives have a fitted effect of over 75% in size
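Readings reflect AlphaScreen signal from monomethyl-H3K9 antibody detection. HMT at 20 nM; substrate b-H3K9 500 nM; cofactor SAM 20 uM; 2 h RT reaction; compounds tested as titrations in qHTS with 15 min preincubation.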
POLI inh – inhibitors of human DNA polymerase iota | actives 1% (n = 390,000) | Pol iota fluorescent replication assay, 10 min | Q9UNA4 | Potency, µM (doses to about 115 µM), for inactives: at the highest dose activity, negative = inhibition, hits mostly inhibitors
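Fluorescent replication assay read twice, at 0 min and 10 min after adding 50 nM (final) substrate. Enzyme (10 nM) and compounds were first incubated 15 min at room temperature; enzyme-free buffer wells were negative controls.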
GLS inh – blocks human kidney-isoform glutaminase activity. Potency, µM (highest dose often 45.5 µM), for inactives: top-dose activity change, negative = inhibition, most hits filed as inhibitors. O94925. actives 0.21% (n = 410,000). GLS enzymatic activity, qHTS titration. AID 624170; further: on the % scale 0 is the no-effect control and ±100 the full control effect
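Compounds were pin-transferred onto hKGA, after which L-glutamine (1 mM solution) and a detection mix of glutamate oxidase, HRP and Amplex Red were added. Initial and 30 min RT fluorescence reads were collected.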
Pin1 inhibitor – inhibitors of human Pin1. Q13526. Pin1 FP peptide displacement, HiFluor488, 10 min. Potency, µM (titrated, usually from 115 µM), inactives show at the top dose activity, negative = inhibition, most hits filed as inhibitors. actives 0.009% (n = 390,000); active means well fitted inhibition curve with a large enough effect in the polarisation, with a control signal flat, not every such curve was filed as active; inconclusive means small, poorly fitted or top-dose-only effect, or effect the other way, or a change in a side signal; inactive means no such curve, though single readings can be large or run the other way; the % refers to the polarisation; further: on the % scale 0 is the no-effect control and ±100 the full control effect
An asterisk follows results filed as active; i = inactive; ? = inconclusive; . = no result given; & = joins results of further samples; [ ] = another dose, or the depositor's remark. Unless noted, the call rests on the fitted dose curve; in most records, active means well fitted curve in the direction sought with a large enough effect; inconclusive means small, poorly fitted or top-dose-only effect, or another doubt; inactive means no such curve, though single readings can be large; an effect the other way counts as inactive or inconclusive. Potency means the concentration at half of the fitted maximal effect.

SMILES	BAZ2B block	BLM inh	JMJD2A Tudor inh	Tb PGK inh	HP1b binding inh	G9a inh	POLI inh	GLS inh	Pin1 inhibitor
O=C(CCc1nnc2ccc(N3CCCCC3)nn12)NCc1ccco1	-17%	1%	-8%	-3%	51%[activator]	34%[activator]	-6%	-4%	-8%
Cc1ccc2c(c1)[C@H]1[C@H](CO2)[C@H](c2ccccc2)[C@]2(C)C(=O)Nc3ccccc3C(=O)N12	.	.	-30%	i	19%	.	3%	-3%	18%
CCOc1cc(C#N)c(NC(=O)CSc2nnnn2-c2ccc(OC)cc2)cc1OCC	-2%	-12%	28%	-6%	41%[activator]	-4%	26%	0%	?
NC(=O)CSc1nnnn1-c1ccc2c(c1)OCCO2	-2%	0%	-1%	-3%	35%	0%[59 µM]	10%	3%	3%
Cc1cc(C(=O)NC2CC(C)(C)Cc3c2cnn3-c2cccc(F)c2)nn1C (configuration not stated)	-15%	0%	1%	7%	12%	18%	21%	12%	-2%
CNC(=S)N/N=C/c1cn(CCOc2cccc(OC)c2)c2ccccc12	?	-11%	?	-9%	?	45µM*	131%[activator]	?	-11%
O/N=C1\CCCc2oc3c(c21)CCCC3	-13%	-7%	?	-10%	-7%	7%[12.7 µM]	7%	2%	-3%
CCOC(=O)c1[nH]nc2c1C(=O)N(CC)C2=O	-20%	3%	-10%	i	22%	14%[2.33 µM]	14%	0%	-3%
CCOC(=O)c1sc(-n2[nH]c(C)cc2=O)nc1C	6%	0%	-8%	-3%	36%	28µM*	?	21%	8%
O=C(c1ccc2[nH]c3c(c2c1)CCCC3)N1CCN(c2ccc(F)cc2)CC1	40µM*	-12%	32µM*	-1%	?	?	4%	2%	-2%
CC(CCc1ccccc1)NC(=O)CCC1CCCC1 (configuration not stated)	.	.	0%	i	64%[activator]	.	16%	-1%	5%
Cc1cc(C)n(C2CC(=O)N(c3ccc(C)c(Cl)c3)C2=O)n1 (configuration not stated)	6%	-3%	3%	i	34%	.	38%[activator]	-7%	0%
CCc1ccc(OCC(=O)N(Cc2ccc(C)cc2)Cc2ccco2)cc1	98%[activator]	-4%	62%[activator]	6%	125%[activator]	125%[activator][59 µM]	-14%	0%	10%
CCOc1cc(C(=S)N2CCCCC2)ccc1OS(=O)(=O)c1ccc(Cl)cc1	-2%	-9%	-17%	-8%	14%	-14%	16%	8%	?
CCCCCN(C(=O)NC(=O)Nc1ccccc1OC)S(C)(=O)=O	-24%	1%	-25%	-10%	15%	?	276%[activator]	2%	-4%
CC(=O)NNS(=O)(=O)c1scc(S(=O)(=O)c2ccc(Cl)cc2)c1C	-14%	-3%	-12%	i	17%	6%	4%	15%	-2%
COc1ccc(S(=O)(=O)N2CCC(C(=O)OCC(=O)c3ccccc3)CC2)cc1[N+](=O)[O-]	-12%	-3%	3%	3%	13%	-23%[59 µM]	127%[activator]	1%	4%
COc1ccccc1OCCCn1c(-c2ccc(Cl)cc2)nc2ccccc2c1=O	4%	-4%	19%	-9%	37%	2%[59 µM]	-6%	-5%	1%
Cc1cc(N2CCOCC2)c2c(N)c(Br)cc(C)c2n1	-11%	4%	-33%	-7%	-13%	-1%[12.7 µM]	-1%	13%	0%
Cc1ccc(/C=N\NC(=O)c2ccc(Cn3cc(Br)c([N+](=O)[O-])n3)o2)o1	-10%	-6%	-9%	0%	25%	?	30%	5%	11%
CC(C)(C)c1ccc(Cn2nnc3c(=O)[nH]c(C4CCN(C(=O)Cc5cccs5)CC4)nc32)cc1	-30%	-17%	?	4%	-2%	?	8%	-4%	0%
COC(=O)c1ccsc1NC(=O)c1cccc(OC)c1	74%[activator]	1%	85%[activator]	-1%	192%[activator]	174%[activator]	89µM*	-9%	8%
CCOc1ccc(C(=O)Nc2nnc(C(C)C)s2)cc1OCC	4%	-3%	-8%	-1%	2%	10µM*	-15%	-1%	5%
Cc1c(Cl)cccc1NC(=O)N1CCCN(c2nc(-c3ccccc3)ns2)CC1	-12%	-8%	-8%	1%	30%	-3%	-21%	20%	10%
C/C(=N/NC(=O)c1ccc(C)nc1)c1ccc2c(c1)CCCC2	-12%	0%	-5%	5%	9%	56%[activator][59 µM]	119%[activator]	0%	6%
CCC1Oc2ccc(C)cc2N(CC(=O)N2CCCC2)C1=O (configuration not stated)	2%	-3%	-6%	-3%	16%	.	-18%	-1%	1%
COc1ccc(-c2ccc3c(N)c(C(=O)NCc4ccc(C)cc4)sc3n2)cc1	0%	-5%	-10%	-11%	28%	-39%[59 µM]	-4%	-10%	7%
CCOC(=O)C1=C(COC(=O)CNC(=O)c2ccc(C)cc2)NC(=O)NC1C (configuration not stated)	-11%	2%	-8%	-2%	41%	27%	20%	-10%	-1%
Cc1cccc(NC(=O)/C(C#N)=C/c2ccco2)c1	-19%	-5%	-33%	-4%	-6%	?	-25%	-6%	-4%
CC1CC(C)CN(C(=O)COC(=O)COc2ccccc2C#N)C1 (configuration not stated)	0%	.	0%	9%	22%	-7%[12.7 µM]	-1%	1%	0%

An excerpt from above in order of their number in POLI inh, ascending.
molecule | POLI inh
Cc1c(Cl)cccc1NC(=O)N1CCCN(c2nc(-c3ccccc3)ns2)CC1 | -21%
CCC1Oc2ccc(C)cc2N(CC(=O)N2CCCC2)C1=O (configuration not stated) | -18%
COc1ccc(-c2ccc3c(N)c(C(=O)NCc4ccc(C)cc4)sc3n2)cc1 | -4%
CC(C)(C)c1ccc(Cn2nnc3c(=O)[nH]c(C4CCN(C(=O)Cc5cccs5)CC4)nc32)cc1 | 8%
CCOC(=O)C1=C(COC(=O)CNC(=O)c2ccc(C)cc2)NC(=O)NC1C (configuration not stated) | 20%

Carrying on:
SMILES	BAZ2B block	BLM inh	JMJD2A Tudor inh	Tb PGK inh	HP1b binding inh	G9a inh	POLI inh	GLS inh	Pin1 inhibitor
CCCS(=O)(=O)c1nc(S(=O)(=O)c2ccc(C)cc2)c(NCCCN2CCCC2=O)s1	1%	-1%	-5%	-1%	62%[activator]	22%	43%[activator]	0%	3%
CC1(C(=O)O)COC(c2ccc([N+](=O)[O-])cc2)OC1 (configuration not stated)	-5%	0%	-1%	-2%	19%	8%	1%[58.9 µM]	-2%	0%
CCCC(=O)N1CCN(c2ccc(NC(=O)c3cc4ccccc4o3)cc2Cl)CC1	12%	3%	-9%	-4%	17%	11%[12.7 µM]	-19%	-5%	6%
CCOc1ccc(C(=O)N2CCN(CCc3ccccn3)CC2)cc1	-16%	-1%	-18%	-5%	4%	?	13%	0%	-3%
CCc1noc(C)c1C(=O)NCCN1C(=O)S/C(=C\c2ccc(OC)cc2)C1=O	-4%	.	-3%	2%	32%	-30%	19%	0%	2%
NNC(=O)/C(=N/Nc1ccccc1)S(=O)(=O)c1ccc(Cl)cc1	-4%	-4%	-17%	5%	7%	?	-4%	29%	8%
O=[N+]([O-])C(=C1NCCN1)C(Cl)=C(Cl)Cl	-11%	0%	11%	10%	44%[activator]	56µM*	14%	4%	2%
Cc1c(C(c2ccc(N(C)C)cc2)c2c(C)n(C)n(-c3ccccc3)c2=O)c(=O)n(-c2ccccc2)n1C	?	-12%	-27%	-18%	?	50µM*	26%	?	-8%
O=C(CCc1nnc(Cc2ccc(-c3ccccc3)cc2)o1)NCC1CC1	-6%	-5%	-4%	8%	42%[activator]	.	14%	4%	2%
CC(C)CN1CC(C)C(=O)N(c2ccccc2)C1=S (configuration not stated)	.	.	-20%	-3%	5%[57 µM]	.	-2%	-16%	-1%
CCCN1CCN(C(=O)CCS(=O)(=O)c2cc3c(cc2Cl)NC(=O)CO3)CC1	-4%	0%	-7%	i	19%	-23%	-6%	-5%	0%
CCOc1ccc(CCNC(=O)COc2cccc(-n3cnnn3)c2)cc1OCC	7%	.	1%	-6%	26%	3%[0.501 µM]	86%[activator]	-5%	-3%
COc1ccc(CNC(=O)C(c2ccco2)N(C(=O)CNS(=O)(=O)c2ccccc2)c2ccccc2C)cc1 (configuration not stated)	-36%	-10%	-25%	i	5%	?	25%	2%	18%
Cc1ccccc1-n1sc2cc(F)ccc2c1=O	4.5µM*	1%	4.5µM*	-4%	16µM*	-113%	82%[activator]	?	-8%
O=C1NC(c2ccccc2Cl)Nc2ccccc21 (configuration not stated)	-1%	0%	-30%	3%	26%	15%[59 µM]	4%	-4%	-1%
Cn1ncc(Cl)c1C(=O)NCc1ccco1	1%	-5%	-6%	-3%	27%	.	-1%	3%	5%
CCN(CC)C(=O)C(=O)Nc1ccc(Oc2ccccc2)cc1	-18%	-6%	15%	-8%	56%[activator]	23%	76%[activator]	-3%	29%
O=C(CN1CCCCCCC1)Nc1cccc(Cl)c1Cl	54%[activator]	-5%	111%[activator]	i	94%[activator]	133%[activator]	-13%	4%	-1%
CC1(C)CC(=O)C(C(C2=C(O)CC(C)(C)CC2=O)c2ccc([N+](=O)[O-])cc2)C(=O)C1 (configuration not stated)	-16%	-1%	-10%	i	46%[activator]	32µM*	1%	23%	2%
COc1ccc(N=C2SCC(c3ccccc3)=NN2C)cc1	-11%	-6%	-11%	-4%	27%	37%	26%	0%	-1%
Cc1c(NS(=O)(=O)N2CCCCC2)c(=O)n(-c2ccccc2)n1C	-7%	-3%	-4%	-4%	19%	31%[12.7 µM]	7%	11%	3%
NC(=O)C1CCN(C(=S)c2ccc(-c3ccc(Br)cc3)o2)CC1	-15%&-38%	-6%	-11%	i	-6%	35µM*	30%[activator]	-12%	-7%
CC(C)Oc1ccc(C(=O)OC(C)C(=O)NC2CCCCC2C)cc1 (configuration not stated)	-14%	0%	-1%	-1%	35%	.	12%	-2%	2%
CCOC(=O)c1ccc(NC(=O)C2=C(C)Nc3nc(CCCO)nn3C2c2cccc(C)c2)cc1 (configuration not stated)	5%	-1%	-12%	-3%	31%	1%	4%	4%	3%

Single entries from the list:
G9a inh result of O=C(CN1CCCCCCC1)Nc1cccc(Cl)c1Cl = 133%[activator]
POLI inh result of CC1(C)CC(=O)C(C(C2=C(O)CC(C)(C)CC2=O)c2ccc([N+](=O)[O-])cc2)C(=O)C1 (configuration not stated) = 1%

These rows are one share of the data; count on the stated rates, not on these rows.
